Source: PubChem BioAssay (several laboratories)
CHRM1 PAM – human CHRM1 positive allosteric modulation. P11229. CHO-K1 hM1, Fluo-8 calcium fluorescence, ACh EC20; 0% = ACh EC20, 100% = maximal ACh. activation, % at 3 µM. 360,000 compounds, 0.088% hits. AID 588819; in the data active = activation above about 19%, passing the limit was not always enough
CHRM4 agonist – agonists of human muscarinic M4 receptor (CHRM4); P08173; CHO-K1 hM4/Gqi5, Fluo-8 calcium fluorescence; vehicle 0%, full acetylcholine response 100%; activation, % at 3 µM; 360,000 compounds, 0.14% hits; AID 624127;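 active = activation above the run mean over all test wells plus 3 SD, cut at about 32% in these data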;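 also: peak over basal fluorescence ratio per well then scaled between controls; 0% = DMSO wells and 100% = acetylcholine at EC100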
Target sequence (P08173 whole entry, looked up): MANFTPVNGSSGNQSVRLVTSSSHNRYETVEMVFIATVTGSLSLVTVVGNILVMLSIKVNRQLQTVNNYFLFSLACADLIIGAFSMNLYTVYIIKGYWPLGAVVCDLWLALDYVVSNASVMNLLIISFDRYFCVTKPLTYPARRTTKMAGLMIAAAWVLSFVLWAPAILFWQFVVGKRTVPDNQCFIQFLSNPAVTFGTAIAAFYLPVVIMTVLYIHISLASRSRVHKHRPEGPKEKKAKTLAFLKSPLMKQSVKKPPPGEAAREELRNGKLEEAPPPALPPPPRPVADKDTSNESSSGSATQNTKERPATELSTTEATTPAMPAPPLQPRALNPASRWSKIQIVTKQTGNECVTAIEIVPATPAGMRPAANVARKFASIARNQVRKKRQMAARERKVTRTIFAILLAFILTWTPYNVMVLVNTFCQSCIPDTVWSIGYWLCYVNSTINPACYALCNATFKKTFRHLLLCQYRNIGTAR
CHRM5 PAM – positive allosteric modulators of human muscarinic M5 receptor. CHO-K1 hM5, Fluo-8 calcium, ACh EC20 PAM; 0% = ACh EC20, 100% = ACh EC100. activation, % at 3 µM. 360,000 compounds, 0.3% hits. AID 624038;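 active = activation above the run cutoff, the mean activation of all test compounds plus 3 SD, cut at about 18% in these data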
Target sequence (P08912 whole entry, looked up): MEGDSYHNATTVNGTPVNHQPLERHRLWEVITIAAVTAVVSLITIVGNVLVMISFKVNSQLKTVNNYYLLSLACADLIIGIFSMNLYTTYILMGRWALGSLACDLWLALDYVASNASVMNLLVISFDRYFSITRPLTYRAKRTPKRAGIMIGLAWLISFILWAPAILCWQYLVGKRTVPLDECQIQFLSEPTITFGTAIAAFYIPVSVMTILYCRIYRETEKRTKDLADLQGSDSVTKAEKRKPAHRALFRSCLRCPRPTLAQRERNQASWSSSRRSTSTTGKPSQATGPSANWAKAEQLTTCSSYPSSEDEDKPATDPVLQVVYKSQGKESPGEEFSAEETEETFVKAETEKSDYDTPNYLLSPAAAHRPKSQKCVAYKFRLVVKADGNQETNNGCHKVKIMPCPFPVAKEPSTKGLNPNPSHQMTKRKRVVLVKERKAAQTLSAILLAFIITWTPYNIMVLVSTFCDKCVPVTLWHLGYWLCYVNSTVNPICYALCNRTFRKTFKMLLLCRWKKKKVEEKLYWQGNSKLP
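system = human M5 receptor in CHO-K1 cells | reagent = EC20 acetylcholine as agonist stimulus | compound dosing = single-point, 3 µM nominal | incubation = Fluo-8 loading 80 min at 37 °C plus 30 min room temperature | detection = Fluo-8 calcium dye fluorescence, kinetic read | benchmarks = low control EC20 acetylcholine (0%), high control EC100 acetylcholine (100%)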
CRFR2-BP ag – agonists of human CRF-binding protein/CRF-R2 receptor complex. activation, % at 13.2 µM. 350,000 compounds, 0.46% hits. HEK293 CRF-R2/CRF-BP, calcium dye fluorescence (FLIPR); percent of saturating CRF peptide response;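 active = activation of at least 50%, plus an integration ratio under a set limit after plate pattern correction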;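 also: plate controls were neutral control wells without compound for no effect and CRF at EC100 for full effect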
M1 antag – blocks human M1 muscarinic receptor. 360,000 compounds, 1.3% hits. inhibition, % at 3 µM. CHO-K1 hM1, Fluo-8 calcium fluorescence, ACh EC80 antagonist;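 active = percent inhibition above its own plate's cutoff, namely the mean of that plate's compound wells plus 3 SD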;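 also: peak over basal fluorescence ratio during 140 s after agonist addition; 0% = ACh EC80 plus DMSO and 100% = DMSO alone without agonist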
M5 ag – agonists of human muscarinic M5 receptor (CHRM5) | P08912 | CHO-K1 hM5 cells, Fluo-8 calcium fluorescence; 0% DMSO wells, 100% maximal acetylcholine response | activation, % at 3 µM | 360,000 compounds, 0.19% hits | AID 624037;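 active = activation above the run's mean over test compounds plus 3 SD, cut at about 23% in these data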;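 also: signal is peak over basal fluorescence ratio across the kinetic read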
M4 antag – antagonists of human muscarinic M4 receptor (CHRM4). 360,000 compounds, 0.73% hits. CHO-hM4 cells, ACh EC80, Fluo-8 calcium fluorescence. inhibition, % at 3 µM. P08173. AID 624125;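 active = inhibition above its plate's cutoff, the mean inhibition of sample wells plus 3 SD, cut at about 27% in these data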;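 also: 0% = acetylcholine EC80 with DMSO and 100% = DMSO without agonist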
M5 antag – blocks acetylcholine activation of human M5 receptor. CHO-hM5 cells, Fluo-8 calcium fluorescence, ACh EC80. P08912. inhibition, % at 3 µM. 360,000 compounds, 0.59% hits;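 active = inhibition above a per-plate cutoff, the mean of that plate's test compounds plus 3 SD, cut at about 27% in these data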;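 also: 0% = acetylcholine EC80 with DMSO and 100% = DMSO without agonist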
CHRM4 PAM – potentiates acetylcholine response at human M4 receptor | activation, % at 3 µM | AID 624126 | CHO-K1 hM4/Gqi5, Fluo-8 calcium fluorescence, ACh EC20; 0% = ACh EC20, 100% = maximal ACh | 360,000 compounds, 0.4% hits;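 active = activation above its plate's cutoff, the mean activation of sample wells plus 3 SD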; also: some results filed as inactive read as strong as hits
* marks the source's active call; other numbers are inactive results; . = not tested or not shown. The order is random; overall some 2.8% were active at least once.

1: CCOC(=O)C1=C(C)Nc2ccccc2N=C1NC(=O)CCCN1C(=O)c2ccccc2C1=O
2: O=C(CSc1nc2cc(Cl)ccc2o1)c1cccs1
3: CCC(=O)Nc1nnc(-c2ccncc2)s1
4: Cc1nn(-c2ccccc2)c(C)c1C(=O)Oc1ccccc1
5: COCCNCCCCOc1ccc(Br)cc1C

screen / no.	1	2	3	4	5
CHRM1 PAM	3	6	-1	7	-9
CHRM4 agonist	2	-2	0	-2	5
CHRM5 PAM	3	2	-4	-6	-3
CRFR2-BP ag	-0.9	-0.5	-0.3	-2.1	0.8
M1 antag	-20	-1	-2	-9	20
M5 ag	1	-1	0	4	-4
M4 antag	-5	-1	7	1	-4
M5 antag	-6	-3	10	6	-6
CHRM4 PAM	3	4	11	19	0

6: CC1=CC(C)(C)N2C(=O)C3(C(C#N)=C(N)OC4=C3C(=O)CC(C)(C)C4)c3c(C)c(C)cc1c32 (centres undefined)
7: O=C(COC(=O)/C=C/c1nc2ccccc2s1)Nc1cccc(Cl)c1Cl
8: COC(=O)c1c(N)c(C#N)c2n1CCCCC2
9: CCOc1ccc(Cl)cc1-c1cc(C(=O)NCC2CCCCC2)[nH]n1
10: CNC(=O)c1nn(-c2ccc(Cl)cc2)ccc1=O

screen / no.	6	7	8	9	10
CHRM1 PAM	5	-3	1	-16	-2
CHRM4 agonist	2	1	0	-1	0
CHRM5 PAM	5	5	-4	-4	11
CRFR2-BP ag	3.8	-1.9	-3.2	.	-0.2
M1 antag	-2	-3	-3	12	0
M5 ag	-1	-3	2	-2	-2
M4 antag	-10	-5	-2	0	4
M5 antag	-7	0	-2	24	20
CHRM4 PAM	11	6	4	0	21

11: O=C(NCC1CCCO1)c1ccc([N+](=O)[O-])o1 (centres undefined)
12: Cc1ccc(N(CC(=O)Nc2cccc(N(C)S(C)(=O)=O)c2)S(C)(=O)=O)cc1
13: Cc1nc(CCNC(=O)CC2C(=O)NCCN2Cc2ccccc2)sc1C (centres undefined)
14: COC(=O)CSc1nnc(-c2cccc(NC(=O)c3ccc(C)cc3)c2)n1C
15: Nc1nonc1C(=O)N1CCCC1

screen / no.	11	12	13	14	15
CHRM1 PAM	4	3	22	1	0
CHRM4 agonist	1	1	1	6	1
CHRM5 PAM	6	-6	-1	-2	2
CRFR2-BP ag	0.9	8.3	-2.2	0.5	1.5
M1 antag	-4	-4	-5	-29	0
M5 ag	1	-3	-2	-4	0
M4 antag	-11	-13	0	-8	-11
M5 antag	-14	3	1	-7	-6
CHRM4 PAM	6	3	10	9	2

16: CC(=O)N1CCN(C(=O)c2ccc(NS(=O)(=O)c3cc(C)ccc3C)cc2)CC1
17: CC(=O)Oc1c(C)c(OC(C)=O)c2c(c1C(C)=O)OC1CC(=O)C(C(C)=O)=C(O)C21C (centres undefined)
18: Cc1ccnc(NC(=O)Cn2c(=O)oc3ccccc32)c1
19: CCN(Cc1ccccc1)C(=O)COC(=O)c1n[nH]c2ccccc12
20: O=C(CN(Cc1ccc(F)cc1)C(=O)c1ccco1)NCc1ccc(F)cc1

screen / no.	16	17	18	19	20
CHRM1 PAM	-4	18	-1	7	5
CHRM4 agonist	0	0	1	3	3
CHRM5 PAM	0	-1	3	-4	-10
CRFR2-BP ag	-0.4	2.5	2.2	-1.8	0.4
M1 antag	6	-18	0	-5	-6
M5 ag	-2	-1	1	1	5
M4 antag	1	-8	4	5	4
M5 antag	-6	2	8	1	6
CHRM4 PAM	-6	0	-3	2	1

21: CCC(=O)NNC(=O)CCC(=O)Nc1ccc(C)cc1C
22: COc1ccc(/C=C/C(=O)C2(O)CCCCC2)cc1
23: COCCC(=O)N1CCCC(CCC(=O)NCc2ccc(F)c(F)c2)C1 (centres undefined)
24: Cc1ccccc1NC(=S)N(Cc1cccs1)C1CCCCC1
25: CCOCCOC(=O)C(C)Sc1n[nH]c(=O)[nH]c1=O (centres undefined)

screen / no.	21	22	23	24	25
CHRM1 PAM	7	15	5	11	11
CHRM4 agonist	1	3	-1	1	1
CHRM5 PAM	-4	-1	4	10	-2
CRFR2-BP ag	0.5	-1.3	-3.2	-5.1	-1.4
M1 antag	-2	-19	3	-9	-16
M5 ag	1	-2	0	2	1
M4 antag	-8	1	6	-9	9
M5 antag	0	10	7	-4	6
CHRM4 PAM	4	6	5	15	1

26: Cc1ccc(CN2C(=O)CNC2=S)cc1
27: Cc1noc(C)c1NC(=O)Nc1ccc2c(c1)C(=O)N([C@H](C)CO)C[C@H](C)[C@@H](CN(C)C(=O)Nc1ccc(C(F)(F)F)cc1)O2
28: O=S(=O)(NCCCN1CCOCC1)c1ccc(Cl)cc1
29: CCOc1ccc(OCCOCCN2CCCC2)cc1
30: CCc1ccc(NC(=O)COc2coc(CN3CCc4ccccc4C3)cc2=O)cc1

screen / no.	26	27	28	29	30
CHRM1 PAM	4	10	7	-14	6
CHRM4 agonist	1	-1	2	1	2
CHRM5 PAM	2	8	3	-8	-8
CRFR2-BP ag	-5.9	-0.5	1.0	-0.7	0.4
M1 antag	-3	-16	-7	24	-16
M5 ag	-8	1	-4	-4	-8
M4 antag	2	-22	-1	4	-2
M5 antag	7	-10	11	6	12
CHRM4 PAM	-6	5	-2	-6	8

31: O=C(CSc1nc2ccccc2s1)N1CCOCC1
32: C/C(=N/NC(=O)c1cccs1)c1ccco1
33: CC(=O)Nc1cccc(/C(C)=N/NC(=O)c2ccccc2Cl)c1
34: CCCCCC(=O)NN=C1CCN(Cc2ccccc2)CC1
35: COC(=O)[C@H](Cc1c[nH]c2ccccc12)NCc1cccc(B(O)O)c1

screen / no.	31	32	33	34	35
CHRM1 PAM	-1	10	-4	1	-1
CHRM4 agonist	-1	0	0	0	4
CHRM5 PAM	0	1	-3	-10	-3
CRFR2-BP ag	0.2	-1.3	11	0.1	0.1
M1 antag	13	-5	15	-2	5
M5 ag	-1	0	-1	-3	4
M4 antag	5	13	5	12	5
M5 antag	6	-9	2	11	1
CHRM4 PAM	3	-3	-6	1	-2

36: Cc1cccc(C2=NN(c3ccc(Br)cc3)[C@@H](C(=O)N3CCOC3=O)[C@@H]2c2ccc(F)cc2)c1
37: O=C(Cc1cccs1)OCC(=O)c1ccco1
38: CCCCc1nnc(NC(=O)CN2C(=O)NC3(CCCCC3)C2=O)s1
39: COC(=O)[C@@H](CC(C)C)N(Cc1ccccc1)S(=O)(=O)N(Cc1ccccc1)[C@@H](CC(C)C)C(=O)OC
40: CC1C(c2ccccc2)=[N+]([O-])C2(CCCC2)N1O (centres undefined)

screen / no.	36	37	38	39	40
CHRM1 PAM	-5	8	0	13	10
CHRM4 agonist	1	1	0	1	0
CHRM5 PAM	-5	8	-1	18	11
CRFR2-BP ag	2.5	0.3	-0.6	2.2	0.3
M1 antag	-2	-6	-2	-5	-9
M5 ag	1	2	-5	-3	-5
M4 antag	-4	-6	-5	3	3
M5 antag	6	-9	16	4	5
CHRM4 PAM	-6	10	4	-3	4

41: COc1cc(OC)cc(C(=O)NNC(=S)NCc2ccco2)c1
42: Cc1cc(C)c(C#N)c(Oc2ccc(F)cc2)n1
43: CC(=O)Cc1nsc(NC(=O)c2oc(-c3ccccc3Cl)cc2C)n1
44: O=C(/C=C/c1ccc2c(c1)OCO2)Nc1ccc(Cl)cn1
45: CN(c1ccccc1)S(=O)(=O)c1cccc(C(=O)Nc2ncn[nH]2)c1

screen / no.	41	42	43	44	45
CHRM1 PAM	2	0	11	2	6
CHRM4 agonist	0	-2	0	1	6
CHRM5 PAM	6	8	4	-1	-5
CRFR2-BP ag	-1.0	2.3	-0.1	-1.1	-7.8
M1 antag	11	1	-12	-9	-13
M5 ag	0	-7	0	-2	1
M4 antag	9	1	-1	3	-7
M5 antag	6	-9	2	5	7
CHRM4 PAM	1	13	7	0	6

46: O=C(NCc1ccc(F)cc1)C1CCCN1S(=O)(=O)c1cccc2nsnc12 (centres undefined)
47: COc1ccc(CNC(=O)COC(=O)C(CCSC)NC(=O)c2ccco2)cc1OC (centres undefined)
48: Cc1ccc(CN2CCNC(=O)C2CC(=O)NCc2csc(C(C)C)n2)cc1 (centres undefined)
49: O=C(NC1CC1)C1CCC(=O)N1C1CCCC1 (centres undefined)
50: CCOCCn1c(SCc2ccccc2)nc2c1c(=O)[nH]c(=O)n2C

screen / no.	46	47	48	49	50
CHRM1 PAM	1	-1	16	-1	12
CHRM4 agonist	2	3	1	0	2
CHRM5 PAM	-5	-5	-1	0	-3
CRFR2-BP ag	0.9	0.6	-0.3	0.6	-4.1
M1 antag	-5	4	-18	3	1
M5 ag	-1	2	-6	3	-2
M4 antag	-1	-1	-11	8	-3
M5 antag	-5	13	9	-1	15
CHRM4 PAM	-1	5	3	2	1

An excerpt from above in order of their number in M4 antag, descending.
no.	compound	CHRM1 PAM	CHRM4 agonist	CHRM5 PAM	CRFR2-BP ag	M1 antag	M5 ag	M4 antag	M5 antag	CHRM4 PAM
49	O=C(NC1CC1)C1CCC(=O)N1C1CCCC1 (centres undefined)	-1	0	0	0.6	3	3	8	-1	2
46	O=C(NCc1ccc(F)cc1)C1CCCN1S(=O)(=O)c1cccc2nsnc12 (centres undefined)	1	2	-5	0.9	-5	-1	-1	-5	-1
50	CCOCCn1c(SCc2ccccc2)nc2c1c(=O)[nH]c(=O)n2C	12	2	-3	-4.1	1	-2	-3	15	1
48	Cc1ccc(CN2CCNC(=O)C2CC(=O)NCc2csc(C(C)C)n2)cc1 (centres undefined)	16	1	-1	-0.3	-18	-6	-11	9	3

Going on with the list.
51: O=C1CC(NCc2ccccc2)C(=O)N1c1ccc(F)cc1 (centres undefined)
52: CCN(C[C@H]1N[C@@](C)(C(=O)OC)[C@H]2C(=O)N(C)C(=O)[C@@H]12)S(=O)(=O)c1ccccc1
53: O=C(CSc1nnc(CNC(=O)c2c(F)cccc2Cl)o1)NCc1ccc(F)cc1
54: Cc1ccc(S(=O)(=O)N2CCCCC2C(=O)O)s1 (centres undefined)
55: Cc1ccc(CN2CCN(C(=O)c3ccncc3)CC2)cc1

screen / no.	51	52	53	54	55
CHRM1 PAM	-1	5	4	5	8
CHRM4 agonist	0	0	1	1	1
CHRM5 PAM	4	0	8	1	-7
CRFR2-BP ag	0.6	2.5	-1.1	-1.4	-0.6
M1 antag	15	-11	-7	6	0
M5 ag	-2	1	-5	2	-5
M4 antag	3	-27	-8	-5	1
M5 antag	0	-4	-7	-10	10
CHRM4 PAM	-1	8	1	11	8

56: COc1ccc(Cn2cnc3c([N+](=O)[O-])c(C)c(C)cc32)cc1
57: CC(C)CN1CCC(CN2CCNC(=O)C2=O)CC1
58: COc1ccc(NC(=O)CN(C)C(=O)CSc2ccc(Br)cc2)cc1
59: Cc1ccc2nc(-c3ccc(C#N)cc3)c(Cc3ccccc3)n2c1
60: CC1CCc2nc3ccc(S(=O)(=O)N4CCC(C(=O)NCc5ccccc5Cl)CC4)cc3c(C(=O)O)c2C1 (centres undefined)
61: CCOC(=O)C1(C)CCCN1C(=O)c1sccc1C (centres undefined)

screen / no.	56	57	58	59	60	61
CHRM1 PAM	16	7	-4	.	8	7
CHRM4 agonist	1	0	3	-1	1	1
CHRM5 PAM	-1	1	15	-8	5	-4
CRFR2-BP ag	-2.4	0.0	1.1	.	-0.1	.
M1 antag	-4	-10	5	.	-4	-11
M5 ag	0	0	0	-2	-2	0
M4 antag	4	-10	5	7	2	4
M5 antag	7	-1	-1	7	-1	9
CHRM4 PAM	12	6	2	-11	2	-2
